Screening results (PubChem)
ABHD5 PLIN5 PPI – ABHD5-PLIN5 interaction inhibitors, primary screen, cell lysate, split luciferase complementation, luminescence. Perilipin-5 (Homo sapiens) + 1-acylglycerol-3-phosphate O-acyltransferase ABHD5 (Homo …. Split G. princeps luciferase complementation, 4 h. inhibition, % at 4 µM. 360,000 compounds, 0.78% hits. AID 602281, 2012;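 active = inhibition above the mean inhibition across every tested compound plus 3 SD, cut at about 22% in these data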;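 note: 0% = DMSO only wells and the 100% control is not disclosed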
MC4R ag barr – MC4R agonists recruiting beta-arrestin, primary screen, cell-based, luminescence, agonist arm of biased-ligand search; AID 540308, 2011; activation, % at 8.9 µM; U2OS MC4R beta-arrestin complementation; percent of melanotan II response, DMSO zero; 360,000 compounds, 0.98% hits;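 active = activation above a per-plate cutoff, the mean activation of sample wells on that plate plus 3 SD, cut at about 8% in these data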
Target sequence (P32245 whole entry, looked up): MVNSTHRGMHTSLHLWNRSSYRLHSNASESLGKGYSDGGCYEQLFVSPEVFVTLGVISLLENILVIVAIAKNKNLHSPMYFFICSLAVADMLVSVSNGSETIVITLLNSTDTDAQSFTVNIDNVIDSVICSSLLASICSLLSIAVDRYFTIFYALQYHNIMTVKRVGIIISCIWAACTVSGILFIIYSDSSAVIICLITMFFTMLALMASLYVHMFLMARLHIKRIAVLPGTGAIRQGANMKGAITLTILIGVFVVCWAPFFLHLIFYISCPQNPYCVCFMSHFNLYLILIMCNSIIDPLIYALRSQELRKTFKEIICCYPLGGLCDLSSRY
NR2F2 inh – NR2F2 transcriptional activity inhibitors, primary screen, cell-based, luciferase reporter, HEK293T, luminescence; 370,000 compounds, 0.7% hits; HEK293T NGFI-A luciferase reporter; COUP transcription factor 2 (Homo sapiens), P24468; inhibition, % at 8.6 µM;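 active = inhibition above a per-plate cutoff, mean inhibition of test wells between control levels plus 3 SD, cut at about 38% in these data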;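 note: cells cotransfected with COUP-TFII expression vector driving the NGFI-A reporter; 0% = median of COUP-TF2 test wells and 100% = reporter-only cells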
SRC3 inh – SRC3 coactivator transcriptional activity inhibitors, primary screen, cell-based, luminescence; Nuclear receptor coactivator 3 (Homo sapiens), Q9Y6Q9; HEK293 GAL4-SRC3 luciferase reporter; inhibition, % at 3.6 µM; 360,000 compounds, 0.17% hits; AID 588352, 2011;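 active = inhibition above a per-campaign cutoff, the mean of all compounds plus 3 SD, cut at about 60% in these data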;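 note: 0% = DMSO-treated cells and 100% = gossypol-treated cells at 36 µM; higher means less SRC3-driven luciferase light from the GAL4 reporter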
EBV LMP1 NFkB – EBV LMP1-driven NF-kappaB luciferase reporter inhibitors, primary screen, cell-based, luminescence, single point | LMP1-induced NF-kappaB luciferase reporter cells | inhibition, % at 12.5 µM | 350,000 compounds, 0.69% hits; in the data active = inhibition above about 41%;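 note: 0% = neutral control wells and 100% = reference inhibitor control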
NOD2 RIPK2 PPI – NOD2-RIPK2 binding disruptors in cells, primary screen, fluorescence, CHO cells, BLA complementation | Receptor-interacting serine/threonine-protein kinase 2 (Homo sapiens), O43353 | 360,000 compounds, 0.38% hits | inhibition, % at 4.98 µM | CCF4 ratio | AID 624267, 2012; in the data active = inhibition above about 21%;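 note: 0% = vehicle only and 100% = reference blocker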
Target sequence (O43353 whole entry, looked up): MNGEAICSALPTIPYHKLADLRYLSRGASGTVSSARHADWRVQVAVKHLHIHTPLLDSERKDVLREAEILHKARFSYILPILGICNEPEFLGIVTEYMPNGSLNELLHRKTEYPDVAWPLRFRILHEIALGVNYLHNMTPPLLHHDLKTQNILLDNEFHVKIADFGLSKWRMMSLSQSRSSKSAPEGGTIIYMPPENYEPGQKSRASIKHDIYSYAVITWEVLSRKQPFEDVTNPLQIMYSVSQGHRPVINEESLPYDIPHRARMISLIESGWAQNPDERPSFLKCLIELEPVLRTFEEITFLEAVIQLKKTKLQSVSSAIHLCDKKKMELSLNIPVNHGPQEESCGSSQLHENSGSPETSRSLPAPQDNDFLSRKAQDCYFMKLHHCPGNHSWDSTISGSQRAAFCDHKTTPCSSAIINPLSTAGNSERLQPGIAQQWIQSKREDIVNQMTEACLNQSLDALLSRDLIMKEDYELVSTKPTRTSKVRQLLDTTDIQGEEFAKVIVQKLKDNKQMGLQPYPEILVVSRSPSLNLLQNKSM
MC4R antagonist – MC4R antagonists of cAMP signaling, primary screen, cell-based, TR-FRET, antagonist arm of biased-ligand search; Melanocortin receptor 4 (Homo sapiens), P32245; AID 540295, 2011; 360,000 compounds, 0.48% hits; MC4R-expressing cells, MTII-stimulated cAMP, LANCE TR-FRET; inhibition, % at 6.5 µM;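 active = inhibition above its plate's cutoff, the mean of tested wells on that plate plus 3 SD, cut at about 29% in these data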;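 note: 0% = Melanotan II alone and 100% = Melanotan II plus saturating MCL0020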
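material = U2OS cells stably expressing human melanocortin 4 receptor (MC4R) | also added = Melanotan II challenge | dosing = single nominal compound dose of 6.5 µM | detection = TR-FRET with Eu-cAMP and labeled anti-cAMP, 671 nm | replication = singlicate | timing = compound 30 min, challenge 1 h, detection 1 h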
SRC2 inh – inhibition of GAL4-SRC2 driven luciferase reporter, primary screen, SRC2 inhibitor project, cell-based, luminescence; inhibition, % at 9 µM; HEK293 GAL4-SRC2 luciferase reporter; Nuclear receptor coactivator 2 (Homo sapiens), Q15596; 370,000 compounds, 0.17% hits;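 active = inhibition above the mean inhibition of all tested compounds plus 3 SD, set per campaign, cut at about 52% in these data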;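 note: 0% = DMSO treated cells and 100% = cells given Gossypol at 36 µM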
SRC1 inh – SRC1 coactivator transcriptional activity inhibitors, primary screen, cell-based, luminescence; 360,000 compounds, 0.12% hits; inhibition, % at 3.6 µM; HEK293 GAL4-SRC1 luciferase reporter; AID 588354, 2011;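 active = inhibition above the campaign mean plus 3 SD, with each screening campaign given its own cutoff, cut at about 60% in these data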;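 note: 0% = DMSO treated cells and 100% = gossypol at 36 µM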
TLR9-MyD88 block – inhibitors of TLR9-MyD88 association in cells, primary screen, cell-based, CHO, BLA complementation, fluorescence. inhibition, % at 4.98 µM. CCF4 FRET ratio. 340,000 compounds, 0.21% hits;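 active = inhibition above the mean over all tested compounds plus 3 SD, cut at about 21% in these data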;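 note: 0% = DMSO only wells and 100% = clavulanate BLA inhibitor control wells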
NR5A2 inv ag – LRH-1 (NR5A2) inverse agonists, primary screen, cell-based, luminescence, HEK293T, StAR-luciferase reporter. inhibition, % at 3.6 µM. 360,000 compounds, 0.13% hits. LRH-1 transfected, 24 h;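 active = inhibition above the mean inhibition of all tested compounds plus 3 SD, cut at about 73% in these data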;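 note: 0% = DMSO wells and 100% = reporter-only cells lacking LRH-1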
Starred values were filed as active, the others as inactive; . = not tested or not shown. Some of the compounds tested, so the mix of outcomes need not match the whole.

SMILES	ABHD5 PLIN5 PPI	MC4R ag barr	NR2F2 inh	SRC3 inh	EBV LMP1 NFkB	NOD2 RIPK2 PPI	MC4R antagonist	SRC2 inh	SRC1 inh	TLR9-MyD88 block	NR5A2 inv ag
COc1ccc(-n2nc(C)cc2Nc2ccccc2C(=O)O)cc1	-1	0.5	-2	16	1	-12	0	-1	-15	15	-20
CC(O)c1nc2ccccc2n1CCCCOc1ccccc1 (stereo not given)	0	-2.4	-21	14	0	-9	19	-2	3	-8	2
CC(=O)Nc1nnc(/C=C/c2cccc([N+](=O)[O-])c2)s1	3	1.0	0	-13	-9	-11	7	-18	4	2	-5
Cc1cn(CC(=O)NCCCn2ccnc2)c(=O)[nH]c1=O	4	-1.2	13	3	10	-1	-7	-3	1	-9	-26
Cc1ccc(C(C)(C)C)cc1S(=O)(=O)Nc1cccc(C(=O)N2CCN(c3ccccn3)CC2)c1	-9	-2.4	9	2	-3	-1	-1	2	-5	-9	-2
CCOc1ccc(NC(=O)CN(C)C(=O)CCN2C(=O)C3CC=CCC3C2=O)cc1OCC (stereo not given)	1	-0.6	-1	11	-4	-3	-1	4	-2	10	16
Cn1cnnc1SC1CCCCC1NS(=O)(=O)c1ccccc1 (stereo not given)	7	0.4	-8	21	4	-10	13	-14	5	-9	8
Cc1ccc(NC(=O)c2ccc(OCC3CCCO3)cc2)c(C)c1 (stereo not given)	3	-1.7	5	6	7	2	-8	12	-20	16	16
Cc1ccc2nc(NC(=O)CSCC(=O)OCC(=O)c3ccccc3)sc2c1	-2	-2.5	77*	55	20	-8	25	73*	30	-3	53
O=C(O)C1CC(=O)N(Cc2ccc3c(c2)OCO3)C1 (stereo not given)	4	-2.2	.	9	-3	-5	4	.	-2	0	9
COc1ccc(CN(C(=O)c2ccco2)c2ccc(C)cc2)cc1OC	7	-0.7	2	10	-1	3	5	10	-17	8	-2
O=C(CSc1nnc2c(n1)[nH]c1ccc(F)cc12)Nc1ccccc1F	3	0.3	0	-10	9	-13	3	2	2	-6	-1
Cc1cccc(O)c1C	-4	0.0	14	-14	-6	-7	4	-18	-6	-1	-32
COC(=O)c1cc(NC(=O)Nc2cccc(Cl)c2)ccc1Cl	-1	2.4	-9	-7	1	7	-2	-7	-11	2	1
CCOC(=O)C1(CCCc2ccccc2)CCN(C(=O)CCOC)CC1	4	0.5	1	-5	-14	-4	9	-7	-3	-1	-3
CSc1nc(SCCO)c2sc3nc(-c4ccco4)c4c(c3c2n1)CC(C)(C)OC4	16	0.6	0	-7	-2	-8	0	-12	-7	-7	-5
CCn1c(SCc2ccc(F)cc2)nnc1-c1nn(-c2ccccc2)ccc1=O	8	-0.7	5	-34	0	-6	2	-13	-6	-1	2
COc1ccccc1-c1coc2cc(OC(=O)N3CCOCC3)ccc2c1=O	-2	-0.4	-23	-29	.	-3	5	-22	-55	.	-30
CCOC(=O)C1(CCCc2ccccc2)CCN(C(=O)CN2CCOC2=O)CC1	-1	-3.0	6	2	4	2	5	-3	-8	4	-9
Cc1ccc(SCc2ccc(C(=O)Nc3ccccc3C(=O)NC(C)C)cc2)cc1	0	4.2	-12	8	-11	-8	2	-39	-10	-2	-8
CN(C(=O)Nc1cnc2ccccc2c1)c1ccccc1	2	-1.4	0	6	-21	0	0	7	-20	-2	-3
O=C(CSc1nc(-c2ccccc2)c(-c2ccccc2)[nH]1)Nc1ccc2c(c1)OCO2	-2	5.5	-11	2	2	2	1	-11	4	5	3
CCN1C(=O)/C(=C2/C=Cc3ccccc3N2C)OC1=S	-7	-1.1	0	-27	-19	1	-4	-21	-33	0	-27
CCn1c(SCC(=O)NC2CC2)nnc1-c1ccccc1OC	-1	-3.5	0	-3	1	10	5	-37	-16	-10	0
CCOC(=O)C1=C(c2ccccc2)N=C2SCC(=O)N2C1c1ccc(O)c(OC)c1 (stereo not given)	-7	-1.6	2	-2	-4	4	16	14	3	0	5
O=c1cc(Cc2ccc([N+](=O)[O-])cc2)[nH]c(=O)[nH]1	-6	-0.9	-12	7	4	7	0	-8	2	-2	1
CN(Cc1ccccc1)C(=O)c1ccc(NC(=O)Cc2cccc([N+](=O)[O-])c2)cc1	-1	-1.0	9	-10	-6	-4	-6	9	-1	-7	11
Nn1c(SCC(=O)Nc2ccc(F)cc2)nnc1-c1cccnc1	-1	-1.4	-13	5	0	1	14	0	-5	6	11
C[C@@]12CCC3[C@@](CCC4[C@@]3(C)CCC[C@@]4(C)C(=O)NCc3ccccc3)(CC1=O)C2 (stereo not given in full)	-8	0.0	4	2	2	0	2	-5	-13	1	6
CCCNC(=O)CC(NS(=O)(=O)c1ccc(Cl)cc1)c1ccco1 (stereo not given)	5	-1.2	5	5	1	2	1	-51	0	9	-4
O=C(O)CCN(CCC(=O)O)S(=O)(=O)c1ccccc1	0	-1.8	-13	14	10	-3	5	9	-10	5	16
Cc1nc2ccccc2nc1SCC(=O)c1ccccc1	-3	-1.7	17	20	-1	-7	3	-11	-4	-5	-6
Nc1cccc2cnccc12	-16	0.0	-5	23	-2	-10	-4	-26	2	-4	36
O=S(=O)(c1cccc2nsnc12)N1CCc2ccccc21	-1	0.6	6	14	5	-6	3	7	5	4	3
Cn1c(N)c(C(=O)COC(=O)c2ccc(Cl)c(S(=O)(=O)N3CCCCC3)c2)c(=O)n(C)c1=O	4	-2.2	-7	22	-11	3	3	-3	-4	-3	7
O=C(/C=C/[C@H]1O[C@@H](n2cnc3c(NC(=O)c4ccccc4)ncnc32)[C@H](O)[C@@H]1O)NCc1cccc2ccccc12	7	.	2	6	.	-2	.	-3	6	.	11
Cc1c(C(=O)C(=O)N2CCN(Cc3ccc4c(c3)OCO4)CC2)c2ccccc2n1C	-3	-4.1	1	7	1	-9	5	-33	-25	-3	4
Cn1c(=O)oc2cc(S(=O)(=O)N3CCC(C(=O)NCc4ccc(F)cc4)CC3)ccc21	1	-1.0	5	2	-9	-2	13	-11	-1	-12	1
O=C(c1ccoc1)N1CCC(CO)(CCc2ccccc2)CC1	1	-0.7	-6	13	-1	-12	-7	8	-4	4	5
Cc1cc(CNC(=O)C2(C(F)(F)F)C/C(=C\CCO)CCCO2)nn1C (stereo not given)	-1	-0.2	-2	17	-6	-21	3	0	7	0	13
Cc1nn(-c2ccccc2)c(C)c1/C=N\N1CCN(c2ccc(Cl)cc2)CC1	-3	0.3	22	-37	21	6	15	5	-17	11	-7
COc1cccc(N2CCN(C(=O)c3cc4c(s3)CCCCC4)CC2)c1	-1	2.3	-12	-21	-12	4	2	-30	-16	-1	-17
COc1ccc(S(=O)(=O)N2CCOCC2)c(Cl)c1Cl	-1	2.5	-3	14	2	0	-4	-26	-3	-7	13
CNc1ncnc2c1ncn2[C@H]1CN(Cc2cccnc2)C[C@@H](CO)O1	1	-0.2	-9	4	.	3	6	0	7	.	-8
COc1ccc(C(=O)C2CCCN(C(=O)c3ccoc3C)C2)cc1F (stereo not given)	0	-1.3	3	21	2	-11	0	-10	9	-10	-6
O=C(Cc1ccc(Cl)cc1)NNC(=O)Nc1cccc2ccccc12	4	0.2	-29	5	3	-13	5	5	-6	-12	-8
CCCOC1CCCN(C(=O)c2ccc(OC3CCN(Cc4ccccn4)CC3)cc2)C1 (stereo not given)	-1	-2.8	13	-24	3	-6	9	-13	-3	-4	-8
COc1ccc(Cl)cc1S(=O)(=O)N1CCC(C(=O)NCCc2ccccc2)CC1	-3	-2.2	1	-3	-5	3	1	-31	-2	-12	-13
COc1ccc(Nc2ncnc3c2c(C)c(C)n3CCCN(C)C)cc1	-1	2.1	-1	-20	-4	-15	8	-8	3	-5	-13
Cc1ccc2c(c1)nnn2C1CCN(CC(=O)N(c2ccccc2)c2ccccc2)CC1	0	0.0	20	15	16	15	8	33	8	-4	4
CCCNC(=O)C1(C)CCCN(Cc2noc(-c3c(C)noc3C)n2)C1 (stereo not given)	0	-0.3	-10	-3	.	-7	-1	6	0	.	1
CN1c2ccccc2C(=O)/C(=C\Nc2ncccn2)S1(=O)=O	9	0.2	21	19	-3	4	20	1	2	5	-11
Cc1ccc(CNC(=O)CCc2nnc3ccc(N4CCC5(CC4)OCCO5)nn23)cc1	-3	-3.6	3	11	-7	1	-2	-18	-6	4	7
CC(C(=O)OCC(=O)Nc1ccc(S(=O)(=O)N2CCCCC2)cc1)N1C(=O)c2ccccc2C1=O (stereo not given)	-10	0.1	11	-7	1	-7	-5	8	-1	-12	-24
CCN(CC(=O)NCCc1ccc(F)cc1)Cc1nc2ccccc2c(=O)[nH]1	2	-1.4	-4	21	1	-16	-1	-7	21	6	5
Cc1cc(C)n(CC(=O)NC2CCCc3c2cnn3-c2ccccc2F)n1 (stereo not given)	-9	1.4	6	-16	2	-4	0	-2	-9	3	14
COc1ccc(-c2nc(CCl)cs2)cc1OC	12	1.8	-7	10	6	-4	8	-19	-1	3	-10
c1ccc(CCn2nnnc2C(c2cccs2)N2CCN(Cc3ccc4c(c3)OCO4)CC2)cc1 (stereo not given)	5	5.9	20	13	3	4	5	19	-1	-2	-12
C=CCc1cc(C)ccc1OCCOCCN1CCN(C)CC1	2	1.1	-1	-1	-5	-14	-1	-6	-19	11	7
COc1ccc(C(=O)NC2CCN(CC(=O)NCc3cccc(OC)c3)CC2)cc1	-3	2.5	-2	-8	2	-6	4	-13	-18	-6	-13
Cc1cc(C)c2[nH]c(=O)c(CN(Cc3ccco3)C(=S)NCC3CCCO3)cc2c1 (stereo not given)	-1	-2.0	0	12	1	11	5	0	2	-2	4
O=C(c1ccc2nc(N3CCOCC3)sc2c1)N1CCN(c2ccc(Cl)cc2)CC1	-3	-0.9	-9	4	3	2	1	11	0	5	-1
